Assay outcomes deposited in PubChem BioAssay by National Center for Advancing Translational Sciences (NCATS).
FEN1 inh = human FEN1 inhibition | Recombinant FEN1 flap cleavage, fluorescence, 15 min | Potency, µM (doses to about 114 µM), without a hit: top-dose activity change, negative = inhibition, most hits filed as inhibitors | 0.35% of 390,000 active | AID 588795; further: nearly all actives have a fitted effect of over 65% in size
Target sequence (P39748 whole entry, looked up): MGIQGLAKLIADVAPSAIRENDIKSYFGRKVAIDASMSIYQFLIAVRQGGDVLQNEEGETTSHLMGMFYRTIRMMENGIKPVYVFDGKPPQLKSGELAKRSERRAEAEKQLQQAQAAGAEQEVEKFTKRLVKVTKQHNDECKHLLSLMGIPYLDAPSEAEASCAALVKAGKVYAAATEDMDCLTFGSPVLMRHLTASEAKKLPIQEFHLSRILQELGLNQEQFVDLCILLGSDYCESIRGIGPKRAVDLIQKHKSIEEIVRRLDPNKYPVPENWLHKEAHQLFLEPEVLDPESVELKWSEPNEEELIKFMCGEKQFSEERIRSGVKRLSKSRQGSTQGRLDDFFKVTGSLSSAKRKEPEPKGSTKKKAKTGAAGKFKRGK
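Reaction started by adding substrate (50 nM final) to 10 nM enzyme after 15 min room-temperature compound preincubation. Reads at 0 and 15 min, with data normalized and fitted to a four-parameter Hill equation.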
TDP1 inh = inhibitors of human tyrosyl-DNA phosphodiesterase TDP1. AID 485290. 0.28% of 350,000 active. recombinant TDP1, AlphaScreen DNA substrate cleavage. Q9NUW8. Potency, µM (doses to about 130 µM), inactives show at the top dose activity change, negative = inhibition, usual class: inhibitors; further: nearly all actives have a fitted effect of over 40% in size
Target sequence (Q9NUW8 whole entry, looked up): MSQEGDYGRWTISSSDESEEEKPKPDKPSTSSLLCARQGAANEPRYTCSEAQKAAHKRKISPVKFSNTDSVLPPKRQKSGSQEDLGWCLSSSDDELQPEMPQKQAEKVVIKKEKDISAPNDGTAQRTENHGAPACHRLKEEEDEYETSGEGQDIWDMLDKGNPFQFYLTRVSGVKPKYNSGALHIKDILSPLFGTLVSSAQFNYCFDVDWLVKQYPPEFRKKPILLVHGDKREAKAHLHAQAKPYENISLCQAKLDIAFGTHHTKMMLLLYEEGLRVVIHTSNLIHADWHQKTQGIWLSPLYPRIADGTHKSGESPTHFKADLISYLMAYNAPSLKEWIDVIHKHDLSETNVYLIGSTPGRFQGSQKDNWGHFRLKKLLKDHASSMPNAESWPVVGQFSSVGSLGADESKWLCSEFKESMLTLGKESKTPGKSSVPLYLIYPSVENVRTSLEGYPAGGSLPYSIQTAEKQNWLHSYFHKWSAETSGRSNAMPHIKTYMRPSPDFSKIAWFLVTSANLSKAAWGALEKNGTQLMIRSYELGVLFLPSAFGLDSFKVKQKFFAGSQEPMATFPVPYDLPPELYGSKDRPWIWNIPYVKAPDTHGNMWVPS
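Here, a 5' biotin and 3' phosphotyrosine-FITC DNA oligonucleotide reports Tdp1 activity: intact substrate bridges AlphaScreen beads, while cleavage leaves a 3' phosphate and drops signal. All incubations at room temperature.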
N370S GC mod = N370S glucocerebrosidase modulation, Gaucher chaperone candidate. N370S GC spleen homogenate, 4MU-glucoside fluorescence. Potency, µM (titrated, usually from 59.4 µM), inactives show at the highest dose activity change, negative = inhibition, hits mostly inhibitors. 0.092% of 330,000 active. AID 2101;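 further: 0% = full enzyme activity and -100% = no enzyme basal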
Active calls of the source: *; & = joins results of further samples; [ ] = dose if it differs, or a comment. The call rests on the fitted dose curve; in most records, active means well fitted curve in the direction sought with a large enough effect; inconclusive means small, poorly fitted or top-dose-only effect, or another doubt; inactive means no such curve, though single readings can be large; an effect the other way counts as inactive or inconclusive. Unless noted, on the % scale 0 is the no-effect control and ±100 the full control effect; potency means the concentration at half of the fitted maximal effect.

Screening CCCCN(C(=O)Oc1ccccc1)C1CCS(=O)(=O)C1 (stereo not drawn) returned FEN1 inh 4%, TDP1 inh 5% and N370S GC mod -3%.
For Cc1cc(NC(=O)CC(C)C)cc(-c2nc3ncccc3o2)c1O the results were FEN1 inh -4% and TDP1 inh 6%.
`CCCCCN(C(=O)CCC(=O)OCc1cccc(C)c1)c1c(N)n(CCCC)c(=O)[nH]c1=O` gave FEN1 inh 6% and N370S GC mod -10%.
For COc1cccc(Oc2cn[nH]c2-c2ccc(OC)cc2O)c1 the results were FEN1 inh inconclusive, TDP1 inh 4% and N370S GC mod -1%.
`Cc1cc(N/N=C/c2ccc(O)cc2)c2cccc(C)c2n1` gave FEN1 inh inconclusive, TDP1 inh 4% and N370S GC mod -8%.
Cc1cccc(C(=O)N[C@H](C(=O)Nc2ccc(C)c(S(=O)(=O)N3CCOCC3)c2)C(C)C)c1 was read as FEN1 inh -6% and TDP1 inh 0%.
Screening COC(=O)C1=C(C)NC(C)=C(C(=O)OC)C1C1CC=CCC1 (stereo not drawn) returned FEN1 inh -3%, TDP1 inh 5% and N370S GC mod -9%.
`Cc1ccc(-c2cc(C(=O)N3CCN(S(=O)(=O)c4ccc(Br)s4)CC3)[nH]n2)cc1C` gave FEN1 inh -5% and TDP1 inh 7%.
`CCC(C)(C)C1CCc2c(sc(N)c2C(N)=O)C1` (stereo not drawn) gave FEN1 inh -18%, TDP1 inh 7% and N370S GC mod 13%.
CCOc1ccccc1NS(=O)(=O)c1cc2[nH]c(=O)c(=O)[nH]c2cc1C was read as FEN1 inh -10% and TDP1 inh 0%.
Cc1ccc(C(=O)Nc2nnc(SCc3cc(=O)n4ccc(C)cc4n3)s2)cc1 was read as FEN1 inh 13% and TDP1 inh 5%.
`O=C(Cn1c(-c2cncs2)nc2ccccc21)NCCc1ccccc1` gave FEN1 inh -7%, TDP1 inh 4% and N370S GC mod 4%.
For CN(C)C(=O)COC(=O)/C=C/c1ccccc1[N+](=O)[O-] the results were FEN1 inh -2%, TDP1 inh 6% and N370S GC mod 11%.
CC(=O)OCC(=O)[C@@]1(O)CC[C@@H]2[C@H]3CCC4=CC(=O)CC[C@]4(C)[C@]3(F)[C@@H](O)C[C@@]21C was read as TDP1 inh 13%[21 µM] and N370S GC mod 12%[21.6 µM].
`CCOc1ccc(N(CC(=O)NC2CCCCCC2)S(=O)(=O)c2ccccc2)cc1` gave FEN1 inh 6%, TDP1 inh 6% and N370S GC mod 2%.
For Cn1nnnc1SCC(=O)Nc1ccc(Br)cc1Br the results were FEN1 inh 0% and TDP1 inh -1%.
`CCn1nc(NS(=O)(=O)c2ccc(NC(C)=O)cc2)c2cc3ccc(C)cc3nc21` gave FEN1 inh -2%, TDP1 inh 8% and N370S GC mod -5%.
O=C(Cn1ncc2c3ccccc3n(Cc3ccccc3F)c2c1=O)N1CCN(c2ccccn2)CC1 was read as FEN1 inh 3% and N370S GC mod -1%.
Screening COc1ccccc1C(O)(C(=O)NN(C(=O)c1ccccc1)c1ccccc1C)c1cccs1 (stereo not drawn) returned FEN1 inh 4%, TDP1 inh 0% and N370S GC mod 15%.
`CC(=O)N=c1sccn1CC(O)c1ccc(Br)cc1` (stereo not drawn) gave FEN1 inh 1%, TDP1 inh 11% and N370S GC mod 0%.
Screening CCN(CC)C(=O)C(Oc1ccc(C)nc1[N+](=O)[O-])c1ccccc1 (stereo not drawn) returned FEN1 inh -1%, TDP1 inh 5% and N370S GC mod -4%.
Screening CCCCOc1ccc(C(=O)N(Cc2nc(-c3ccc(Cl)cc3)no2)C(C)C)cc1 returned FEN1 inh -20% and TDP1 inh 2%.
Screening Cc1cc(NC(=O)CSc2nnc(COc3ccccc3)o2)no1 returned FEN1 inh -1%, TDP1 inh 8% and N370S GC mod -19%.
Screening CCCn1c2ccccc2c2cnn(CC(=O)NCCc3ccc(S(N)(=O)=O)cc3)c(=O)c21 returned FEN1 inh 9% and TDP1 inh 9%.
`COC(=O)CCCC1=CC2=CC(=O)C(C)(OC(=O)c3cccs3)C(=O)C2=CO1` (stereo not drawn) gave TDP1 inh -4% and N370S GC mod 1%.
For O=C(OCC(=O)N1CCN(Cc2ccccc2)CC1)c1ccc(Cl)cc1 the results were FEN1 inh -15%, TDP1 inh -5% and N370S GC mod -2%.
Screening Cc1ccc(S(=O)(=O)NNC(=O)c2cccnc2)cc1 returned FEN1 inh -9%, TDP1 inh 7% and N370S GC mod -6%.
Screening Cc1ccc(N2CN(CCc3ccccc3)CNC2=S)cc1 returned FEN1 inh 1%, TDP1 inh -5% and N370S GC mod 2%.
`COc1ccc(C2/C=C\[C@H](O[Si](C)(C)C(C)(C)C)[C@H](C(C)C)CC(=O)N2Cc2ccccc2)cc1` (stereo partly drawn) gave TDP1 inh 5% and N370S GC mod 5%.
Screening O=C(O)C1OC2OC3(CCCCC3)OC2C2OC3(CCCCC3)OC12 (stereo not drawn) returned FEN1 inh 1%, TDP1 inh 1% and N370S GC mod 1%.
`O=C(Nc1ccc(N2CCCCC2)cc1)c1cccnc1Cl` gave FEN1 inh -1%, TDP1 inh 5% and N370S GC mod 12%.
`Cc1[nH]c(C)c(S(=O)(=O)NCCc2ccccc2)c1C(=O)N1CCCC1` gave FEN1 inh -5%, TDP1 inh 1% and N370S GC mod 2%.
Screening COC(=O)c1ccc(CSc2nnnn2-c2ccccc2)o1 returned FEN1 inh 2%, TDP1 inh -3% and N370S GC mod -9%.
Cc1nc2ncnn2c(C)c1CCC(=O)N1CCN(c2ccccc2)CC1 was read as FEN1 inh -16% and TDP1 inh -1%.
For O=C(CN1CCN(S(=O)(=O)c2ccc(Cl)cc2)CC1)NC1CC1 the results were FEN1 inh 40%, TDP1 inh 2% and N370S GC mod 1%.
`O=C(/C=C/c1ccco1)N1CCN(c2ncccn2)CC1` gave FEN1 inh 8%, TDP1 inh -8% and N370S GC mod -3%.
For Cc1ccc(NC(=O)C2CCN(C(=O)NCc3ccccc3)CC2)cc1C the results were FEN1 inh 3%, TDP1 inh 5% and N370S GC mod -5%.
For CC1(C)Cc2nc3oc4c(N(CCO)Cc5ccccc5)ncnc4c3cc2CO1 the results were FEN1 inh 7%, TDP1 inh 6% and N370S GC mod 5%.
Screening CCC(C(=O)Nc1ccc(C)c(Cl)c1)n1c(=O)c(-c2ccccc2NC(C)=O)nc2ccccc21 (stereo not drawn) returned FEN1 inh 16% and TDP1 inh 6%.
For COc1ccc(OC)c(NC(=S)NCCSc2ccc(C)cc2)c1 the results were FEN1 inh -6%, TDP1 inh 9% and N370S GC mod inconclusive.
C#CCOCCOCCOCCNc1nc(N2CCN(C(=O)CCCCCCCCCCNC(=O)Cn3cc(C[C@@H](C)O)nn3)CC2)nc(N2CCN(C(=O)CCCCCCCCCCNC(=O)[C@H](CCCCN)n3cc(CCCC(=O)O)nn3)CC2)n1 was read as FEN1 inh 1%, TDP1 inh 6% and N370S GC mod -14%.
O=[N+]([O-])c1ccc(-c2ccc(S(=O)(=O)N3CCOCC3)cc2)cc1 was read as FEN1 inh -2% and N370S GC mod -6%.
Screening O=C1N/C(=C\c2ccc(O)cc2)C(O)=C1C=NCc1ccccc1 returned FEN1 inh 0%, TDP1 inh -3% and N370S GC mod -20%.
Screening COc1ccc(COCC(O)CN(Cc2ccco2)Cc2ccccc2O)cc1 (stereo not drawn) returned FEN1 inh 3%, TDP1 inh 6% and N370S GC mod -3%.
CCOC(=O)c1c(N)n(-c2ccccc2CC)c2nc3ccccc3nc12 was read as FEN1 inh -2% and TDP1 inh 4%.
Screening CS(=O)(=O)Nc1cccc(-c2ccc3ncnc(NCc4cccnc4)c3c2)c1 returned TDP1 inh 8% and N370S GC mod -11%.
Screening Cc1ccc(S(=O)(=O)NCCCn2ccnc2)cc1 returned FEN1 inh -7%, TDP1 inh 3% and N370S GC mod 8%.
Screening CCN(CC)S(=O)(=O)c1ccc(OCC(=O)NC2CCS(=O)(=O)C2)c([N+](=O)[O-])c1 (stereo not drawn) returned FEN1 inh 19%, TDP1 inh -3% and N370S GC mod -8%.
Screening COCCN1C(=O)C(=O)/C(=C(/O)c2ccc(S(=O)(=O)N3CCOCC3)cc2)C1c1ccc(C(C)C)cc1 (stereo not drawn) returned TDP1 inh 0% and N370S GC mod 4%.
Screening CCN(C(=O)COC(=O)CCc1ccccc1OC)c1c(N)n(Cc2ccccc2)c(=O)[nH]c1=O returned FEN1 inh -4% and N370S GC mod -5%.
`COc1ccc(C(C)(C)C)cc1NC(=O)CCCn1c(=O)oc2ccccc21` gave FEN1 inh -9%, TDP1 inh 3% and N370S GC mod 14%.
CCCOC(=O)C1[C@H]2C(=O)N(Cc3ccco3)C[C@]23C=C[C@H]1O3 (stereo partly drawn) was read as FEN1 inh -3%, TDP1 inh 0% and N370S GC mod 4%.
For Cc1cccc2nc(CSc3ncccc3C(=O)O)cn12 the results were FEN1 inh -3%, TDP1 inh -5% and N370S GC mod -3%.
COC(=O)c1cc(NC2(c3ccccc3)C(=O)c3ccccc3C2=O)cc(C(=O)OC)c1 was read as FEN1 inh 14% and TDP1 inh 9%.
CCOc1ccccc1N1CCN(CC(=O)N(C2CCCC2)C2CCS(=O)(=O)C2)CC1 (stereo not drawn) was read as FEN1 inh 6% and TDP1 inh 0%.
For Cc1ccc(NC(=O)COCc2cc(-c3cccs3)on2)cc1Cl the results were FEN1 inh -24% and TDP1 inh 1%.
COc1ccc(OC)c(S(=O)(=O)N2CCC(C(=O)Nc3cc(C)ccc3C)CC2)c1 was read as FEN1 inh -11%, TDP1 inh 4% and N370S GC mod -8%.
For COc1cccc(C2Nc3ccc4ccccc4c3C3=C2C(=O)CC(C)(C)C3)c1OCC(=O)O (stereo not drawn) the results were FEN1 inh -1%, TDP1 inh 0% and N370S GC mod inconclusive.
Screening Cc1ccccc1OCc1occc1C(=O)Nc1cccc(-n2cnnn2)c1 returned FEN1 inh -2%, TDP1 inh 1% and N370S GC mod 0%.
Screening COc1ccccc1NC(=O)N1CCOCC1 returned FEN1 inh 1% and N370S GC mod -4%.
`CCCC(=O)Nc1nnc(S(=O)(=O)N2CCCCCC2)s1` gave FEN1 inh 16%&9%, TDP1 inh 12% and N370S GC mod -3%.
Screening COc1ccccc1-c1nnc(SCC(=O)O)n1-c1ccc(C)cc1 returned FEN1 inh 4%, TDP1 inh 6% and N370S GC mod -3%.
For O=C(c1ncc[nH]1)c1cccs1 the results were FEN1 inh 1%, TDP1 inh -3% and N370S GC mod -12%.
Cc1nn(CCCC(=O)NCc2ccccc2Br)c(=O)c2c1sc1ccccc12 was read as FEN1 inh 0% and TDP1 inh -9%.
`COc1ccc(C(=O)NCCS(=O)(=O)NC2CCCC2)cc1` gave FEN1 inh -1%, TDP1 inh 7% and N370S GC mod 1%.
Screening COc1ccc(-c2nc3cc(NC(=O)COc4ccccc4C)ccc3o2)cc1 returned FEN1 inh -3% and TDP1 inh 2%.
`CCOC(=O)N1CCC(N2CCN(CCC(C)C)C(CCO)C2)CC1` (stereo not drawn) gave FEN1 inh 2%, TDP1 inh -2% and N370S GC mod -6%.
CC1CCN(S(=O)(=O)c2ccc3c(c2)NC(=O)CS3)CC1 was read as FEN1 inh 12%, TDP1 inh 0% and N370S GC mod -4%.
Screening CN(C(=O)c1c(Br)cnn1C)C12CC3CC(CC(C3)C1)C2 returned TDP1 inh -3% and N370S GC mod 6%.
O=C1NC[C@H](c2ccccc2)N(CCc2cccc3ccccc23)C1=O was read as FEN1 inh 18%, TDP1 inh 5% and N370S GC mod -11%.
For CCCCCCc1cc2cc(C(=O)NCc3ccccc3)c(=N)oc2cc1O the results were FEN1 inh -13%, TDP1 inh -3% and N370S GC mod inconclusive.

For convenience, part of the list above.
Screening COc1ccccc1NC(=O)N1CCOCC1 returned FEN1 inh 1% and N370S GC mod -4%.
`CCCC(=O)Nc1nnc(S(=O)(=O)N2CCCCCC2)s1` gave FEN1 inh 16%&9%, TDP1 inh 12% and N370S GC mod -3%.
Screening COc1ccccc1-c1nnc(SCC(=O)O)n1-c1ccc(C)cc1 returned FEN1 inh 4%, TDP1 inh 6% and N370S GC mod -3%.
For O=C(c1ncc[nH]1)c1cccs1 the results were FEN1 inh 1%, TDP1 inh -3% and N370S GC mod -12%.
Cc1nn(CCCC(=O)NCc2ccccc2Br)c(=O)c2c1sc1ccccc12 was read as FEN1 inh 0% and TDP1 inh -9%.
`COc1ccc(C(=O)NCCS(=O)(=O)NC2CCCC2)cc1` gave FEN1 inh -1%, TDP1 inh 7% and N370S GC mod 1%.
Screening COc1ccc(-c2nc3cc(NC(=O)COc4ccccc4C)ccc3o2)cc1 returned FEN1 inh -3% and TDP1 inh 2%.
`CCOC(=O)N1CCC(N2CCN(CCC(C)C)C(CCO)C2)CC1` (stereo not drawn) gave FEN1 inh 2%, TDP1 inh -2% and N370S GC mod -6%.
CC1CCN(S(=O)(=O)c2ccc3c(c2)NC(=O)CS3)CC1 was read as FEN1 inh 12%, TDP1 inh 0% and N370S GC mod -4%.
